Screening data from PubChem BioAssay.
UTI89 phage lysis – protection from phage-mediated lysis, alamar blue read-out – E. coli UTI89, K1F phage, bacterial capsule biogenesis inhibitors (AID 488966). E. coli UTI89 K1F phage lysis, alamar blue, 2 h; higher % means a stronger effect. one-dose inhibition, % at 100 µM; IC50 in µM for titrated hits. 340,000 compounds, 0.02% hits;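 active = phage lysis inhibition, versus mean bacterial control, above a set limit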;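 note: capsule biogenesis inhibitors block K1F phage lysis so surviving cells raise fluorescence; higher fluorescence means more inhibition of phage lysis; actives were called in the ten point dose series up to 300 µM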
Numbers without * were called inactive; [ ] = another dose, or the depositor's remark. This is a subset; the hit share may differ from the screen's.

SMILES | UTI89 phage lysis
O=C(Nc1cc(-c2ccccc2)nn1-c1c(Cl)cccc1Cl)c1ccc(F)cc1 | 2.1%
COc1ccccc1C(CNC(=O)C(C)Oc1ccc(Br)cc1)N1CCCC1 (stereo not given) | 0.2%[50 µM]
COc1ccc(N2CCN(C(=O)CNC(=O)Cn3cnc4sc(C)c(C)c4c3=O)CC2)cc1 | 0.7%
O=C(Cn1c(=O)cnc2ccccc21)Nc1cc(Cl)ccc1N1CCOCC1 | 8.1%
O=C(Nc1ccc(N2CCOCC2)c(F)c1)c1cccs1 | 0.1%
O=C(Nc1ccncc1)c1cccc(S(=O)(=O)N2CCc3ccccc32)c1 | 2.8%[50 µM]
COc1ccccc1NC(=O)Cc1nnc(SCC(=O)NC2CCCCC2C)n1C (stereo not given) | 0.3%
CC(=O)c1cccc(NC(=O)COc2cc(C)on2)c1 | 1.3%[50 µM]
COc1ccc(S(=O)(=O)N2CC(=O)Nc3ccccc32)cc1 | -0.8%
O=C1CN(S(=O)(=O)c2cccc(Br)c2)CCN1 | 0.4%
O=C(c1ccccc1)N1CCN(Cc2ccc3c(c2)OCO3)CC1 | -0.3%[50 µM]
O=C(NC1CCCC1)c1cccc2c1C(=O)c1ccc(/C=C/c3ccccc3)cc1S2(=O)=O | 0.5%
COc1cccc(CN2CCNC(=O)C2CC(=O)NCCCN2CCCC2=O)c1 (stereo not given) | 0.2%
COc1ccc(S(=O)(=O)N2CCSC2C)cc1C (stereo not given) | -0.1%
O=C(NC1CCCCC1)C1CCC(=O)N(C2CC2)C1 (stereo not given) | 0.2%
Cc1cc(C)n(CC(=O)N2CCCC(N3CCN(c4ccccc4C)CC3)C2)n1 (stereo not given) | 0.3%
CC(=O)c1cccc(OCc2cc(C(=O)N(C)C(C)c3ccccn3)no2)c1 (stereo not given) | 0.1%
O=C(OCC(=O)c1c[nH]c2ccccc12)c1cc(S(=O)(=O)N2CCOCC2)ccc1F | 1.0%[50 µM]
CCC1(C)NC(=O)N(/N=C/c2ccc(C)s2)C1=O (stereo not given) | 0.1%
C[C@]12CC[C@H](O)CC1=CCC1C2CC[C@@]2(C)C1CC[C@@H]2NC(=O)[C@@H](N)CO (stereo not given in full) | -3.0%
CCc1ccccc1NC(=S)N1CCN(c2ccccc2F)CC1 | -0.2%
C[C@H](CO)N1C[C@H](C)[C@@H](CN(C)C(=O)Nc2ccccc2)Oc2c(NS(=O)(=O)c3cn(C)cn3)cccc2C1=O | 0.9%
CC(=O)CSc1nc2c(c(=O)[nH]c(=O)n2C)n1Cc1cccc(Br)c1 | 0.0%
Cc1ccc(S(=O)(=O)N2CCN(CC3CC4C=CC3C4)CC2)cc1 (stereo not given) | -0.4%
Cc1ccc(N2CC(C(=O)Nc3ccc(S(=O)(=O)NCC4CCCO4)cc3)CC2=O)cc1C (stereo not given) | 0.2%

An excerpt of these results, field by field.
COc1cccc(CN2CCNC(=O)C2CC(=O)NCCCN2CCCC2=O)c1 (stereo not given)
  UTI89 phage lysis = 0.2%
COc1ccc(S(=O)(=O)N2CCSC2C)cc1C (stereo not given)
  UTI89 phage lysis = -0.1%

(continued)
SMILES | UTI89 phage lysis
CCN(CC)c1ccc(C(=C2C=CC(=[N+](CC)CC)C=C2)c2ccc(N(CC)CC)cc2)cc1 | -2.4%[50 µM]
c1cncc(CNCc2ccco2)c1 | 3.6%[50 µM]
O=C(COC(=O)c1cc(Br)ccc1O)NNC(=O)c1ccc(Cl)cc1 | 1.4%[50 µM]
COc1ccc(N2CCN(C(=O)c3cccc(S(=O)(=O)N4CCc5ccccc54)c3)CC2)cc1 | -3.4%
CC(C)(C)c1ccc(-c2n[nH]c(=S)n2Cc2ccccc2)cc1 | 0.5%
O=C(CCCl)N1c2ccccc2C=Cc2ccccc21 | -0.5%
CC(=O)Nc1ccc(Nc2nc(C)cc(C)n2)cc1 | 0.1%
CN(C)S(=O)(=O)c1ccc(F)c(C(=O)Nc2ccccc2C(=O)NC2CC2)c1 | 0.7%[50 µM]
COc1ccc(NC(=O)COC(=O)c2cc([N+](=O)[O-])ccc2N2CCOCC2)cc1 | -0.2%
O=C(CSc1nc2nccnc2c(=O)n1Cc1cccs1)Nc1ccccc1 | -0.3%
CCOc1ccccc1N=Cc1c(O)n(C)c(=O)n(C)c1=O | 0.1%
CCCCC[C@H]1CN(CCCC)C(=O)[C@@H]1CC(=O)NCc1ccccc1 | 0.2%
Cc1ccccc1S(=O)(=O)N1C[C@H]2CON(C)[C@H]2C[C@H]1c1cccc(Oc2ccccc2)c1 | 0.7%
NC(=O)c1ncn([C@@H]2O[C@H](CNCc3cnc(N4CCOCC4)nc3)[C@@H](O)[C@H]2O)n1 | 0.3%
COc1ccc(-n2nc(C(=O)NCC(=O)N3CCC(C(N)=O)CC3)c3ccccc3c2=O)cc1 | -0.1%
CCOC(=O)C1CCN(C(=O)c2ccc(OCC(=O)Nc3cccc(C(F)(F)F)c3)c(OC)c2)CC1 | 0.2%[50 µM]
Cc1ccnc(SCC(=O)NC2CC2)n1 | 0.1%
CCN(CC)CCNC(=S)Nc1ccc2nc(N3CCN(CC)CC3)cc(C)c2c1 | -0.2%
CCOc1cc(C)nc(N2CCC(C(=O)NCC3CCCO3)CC2)n1 (stereo not given) | 6.2%
CCN(CC)CCCN(C(=O)c1ccccc1F)c1nc(-c2ccc(OC)cc2)cs1 | 0.1%
CN1C[C@@H]2[C@@H]3C(=O)N(Cc4ccccc4)C(=O)[C@@H]3[C@](C)(C1=O)N2C(=O)c1ccc(Cl)cc1 | 2.0%
O=C(O)c1c(NC(=O)N(CCO)Cc2ccccc2)sc2c1CCCC2 | 0.1%
CCOC(=O)c1c(S(=O)(=O)N2CCCC(C(=O)Nc3ccc(C)cn3)C2)c(C)n(C)c1C (stereo not given) | 0.0%
CN(C(=O)CSc1cccc[n+]1[O-])c1ccccc1 | 0.7%[50 µM]
Clc1cccc(OCCCCCN2CCOCC2)c1 | -0.1%

By substructure, the entries above containing two or more sulfur atoms
SMILES | UTI89 phage lysis
COc1ccc(S(=O)(=O)N2CCSC2C)cc1C (stereo not given) | -0.1%
O=C(CSc1nc2nccnc2c(=O)n1Cc1cccs1)Nc1ccccc1 | -0.3%

Next section.
SMILES | UTI89 phage lysis
COc1ccc(NC(=O)c2oc3ccccc3c2NC(=O)c2ccc(OC)c(OC)c2)c(OC)c1 | 0.1%
Cc1cccc(N2C(=O)c3ccc(C(=O)Nc4cccc(C(=O)O)c4)cc3C2=O)c1 | 0.1%
Cc1cccc(OC(C)C(=O)OCC(=O)N2CCN(c3ccccc3)CC2)c1 (stereo not given) | -2.5%
Cc1ccc(NC(=O)CCc2nnc3ccc(N4CCC(C)CC4)nn23)nc1 | 0.1%
NC(=O)COc1cc2oc(=O)c3c(c2cc1Cl)CCCC3 | 0.0%
O=C(Cc1ccc(Cl)cc1)Nc1ccccc1C(=O)N1CCCC1 | -0.3%[50 µM]
COc1ccc(Cl)cc1NS(=O)(=O)c1cccc(C(=O)N2CC(C)OC(C)C2)c1 (stereo not given) | 0.5%[50 µM]
C=CCn1c(SCc2ccc(Br)cc2F)nc2cc(C(=O)O)ccc2c1=O | -0.9%
O=C(CCN1CCOCC1)N1CCCC(Nc2cccc(F)c2)C1 (stereo not given) | 0.0%
COc1cc(OC)cc(-c2oc(=O)c3cc(OC)c(OC)cc3c2C(F)(F)F)c1 | 0.5%
CC(C)n1cnnc1SCC(=O)Nc1cccnc1Cl | 0.7%[50 µM]
O=C(COC(=O)c1cccs1)NCCc1ccc(F)cc1 | 2.5%[50 µM]
Cc1ccc(C)c(S(=O)(=O)N2CCN(C(=O)c3ccc4ccccc4n3)CC2)c1 | -0.2%[50 µM]
O=C(N=C1SC2CS(=O)(=O)CC2N1Cc1ccc(Cl)cc1)C1CC1 (stereo not given) | 0.1%
O=C(NCCS(=O)(=O)N1CCN(c2ccccc2)CC1)c1ccco1 | 0.7%[50 µM]
Cc1ccccc1CN(C)C(=O)CNC(=O)c1ccc2ccccc2c1 | 0.0%
O=C1[C@H]2[C@H](C=CC[C@H]2C(=O)N2CCOCC2)CCN1Cc1ccccc1 | 0.1%
CN(C)CCN(C(=O)c1cccc2ccccc12)c1nc2cc3c(cc2s1)OCO3 | 1.6%
O=C(NCCCN1CCCC1=O)c1ccc(Cl)c(S(=O)(=O)N2CCCCC2)c1 | 0.6%[50 µM]
Cc1noc(C)c1NC(=O)Nc1ccc2c(c1)C(=O)N([C@H](C)CO)C[C@H](C)[C@@H](CN(C)C(=O)Nc1ccc3c(c1)OCO3)O2 | 0.6%
CCCCn1c(N)c(N(CC(C)C)C(=O)CSCC(=O)Nc2ccc(OC)cc2)c(=O)[nH]c1=O | 1.3%[50 µM]
Cc1ccc(CC(=O)N(C)CC(=O)Nc2ccc(N3CCOCC3)cc2)cc1C | 1.3%[50 µM]
CCC(Cc1ccccc1)NC(=O)CCc1ccccc1 (stereo not given) | -0.1%
O=[N+]([O-])c1ccc(CS(=O)(=O)c2ncn[nH]2)cc1 | -0.1%
CC(C)(C)c1ccc(C(=O)N/C(=C\c2cccs2)C(=O)N2CCOCC2)cc1 | -0.1%
O=C(Cn1cc([N+](=O)[O-])cn1)NCc1ccccc1Cl | 0.2%
O=C(c1cc(COc2ccc(F)cc2Cl)on1)N1CC2C[C@@H]3CC1C[C@H](C2)C3 | 0.4%
CN1C(=O)NC(c2ccc(Cl)cc2)C2=C1CC(C)(C)CC2=O (stereo not given) | -0.8%[50 µM]
Cc1sc2ncnc(NCC(O)c3ccccc3)c2c1C (stereo not given) | -1.3%
CCOc1ccc(N2C=Nc3ccc(OCC)cc3C2)cc1 | 0.0%
COc1ccccc1N1CCN(C(=O)C(=O)c2c[nH]c3ccccc23)CC1 | 1.1%
O=C1CN(S(=O)(=O)c2ccc(Br)cc2)c2ccccc2N1 | 2.3%
Cc1ccc(S(=O)(=O)N2CCOCC2)cc1C(=O)N1CC(C)CC(C)C1 (stereo not given) | -0.1%
CCOC(=O)N1CCN(C(=O)c2cn(C)c3ccc(S(=O)(=O)N(C)C4CCCCC4)cc3c2=O)CC1 | 0.3%
CC(C)CCn1c(N2CCCC2)nc2c1c(=O)[nH]c(=O)n2C | 0.2%
COc1cccc(NC(=S)N2CCN(S(=O)(=O)c3ccccc3)CC2)c1 | 1.6%[50 µM]
CC1(C)CC(=O)N(c2cccc(C(F)(F)F)c2)C(=O)C1 | -0.1%
CC(=O)c1cccc(OCc2cc(C(=O)N3C[C@H]4CC[C@H]3C4)no2)c1 | 0.3%
CC(=O)Nc1c2c(nn1-c1ccc(Cl)cc1)CSC2 | 0.2%
CCOc1ccc(OCc2ccc(C(=O)NN=Cc3ccc[nH]3)cc2)cc1 | 0.5%[50 µM]
O=C1NC(=Nc2ccccc2)SC1(CO)CO | 0.3%
O=C(NC1CCCN(Cc2ccccc2F)C1)c1cccc(N2CCCC2=O)c1 (stereo not given) | 0.0%
Cc1cccnc1NC(=O)CSc1ncnc2sc(C)c(C)c12 | -1.4%
Cn1c(SSc2ccc(-c3cccnc3)n2C)ccc1-c1cccnc1 | -2.4%
Cc1ccc(S(=O)(=O)NCc2cccnc2)cc1 | 0.3%
Nc1c(C(=O)NC2CCCC2)c2nc3ccccc3nc2n1/N=C/c1cccnc1 | 0.0%
O=S(=O)(Nc1ccc(F)cc1)N1CCOCC1 | 0.6%
CSc1ncc(C(=O)Nc2ccc(C(C)=O)cc2)c(C)n1 | 2.2%[50 µM]
Nc1nonc1-n1nnc(C(=O)N/N=C/c2ccc(F)cc2)c1-c1cccs1 | 0.0%
O=C(CN(C(=O)CCC(=O)Nc1nccs1)c1cccc(F)c1)NCc1ccc2c(c1)OCO2 | 0.1%

Quoted at random: two compounds from above, in no set order.
SMILES | UTI89 phage lysis
O=C(Cn1cc([N+](=O)[O-])cn1)NCc1ccccc1Cl | 0.2%
Cc1cccnc1NC(=O)CSc1ncnc2sc(C)c(C)c12 | -1.4%

More results
SMILES | UTI89 phage lysis
COc1ccc(C(=O)N(Cc2ccccc2)c2cccc(C)c2)cc1S(=O)(=O)N1CCOCC1 | 0.5%[50 µM]
COc1cc2ccccc2cc1C(=O)Nc1nc(C)c(C(C)=O)s1 | 0.1%
Cc1ccc(NS(=O)(=O)c2c(C)[nH]c(=O)[nH]c2=O)cc1F | -0.8%[50 µM]
CCN(CC(=O)NCc1ccc(F)cc1)C(=O)c1ccc(C)o1 | 0.2%
CN(C)C(=O)Cn1c(=O)n(S(=O)(=O)c2ccccc2)c2ccccc21 | 0.6%
C[C@H](CO)N1C[C@H](C)[C@@H](CN(C)C(=O)NC2CCCCC2)Oc2ccc(NS(=O)(=O)c3ccc(F)cc3)cc2C1=O | 2.4%
Cc1ccccc1OCC(O)CNC1CCCC1 (stereo not given) | 0.3%
O=C(OCc1ccccc1)N1CCC2CC1c1c(Cl)cccc12 (stereo not given) | -0.1%
CC(=O)Nc1ccc(S(=O)(=O)NCC(=O)OCC(=O)NCc2ccc3c(c2)OCO3)cc1 | -4.1%
COc1ccc(CC(=O)N(C)CC(=O)Nc2cccc(F)c2)cc1S(=O)(=O)N1CCOCC1 | -0.1%
CCCn1c(NC(=O)CSCC(=O)Nc2cc(C)on2)nc2ccccc21 | 1.4%[50 µM]
Cc1ccc(OCC(=O)NCCCNC(=O)c2cccnc2)cc1C | 0.2%
Cc1cc(C(=O)Nc2cc(Br)ccc2O)on1 | 0.6%
O=C(Nc1ccc(Cl)cn1)c1ccccc1SCc1ccccc1 | 0.1%
COc1ccc(OC)c(NC(=O)CSc2nc(-c3ccccc3)cc(=O)[nH]2)c1 | -1.5%
